KDM5B inhibitor: inhibitors of human KDM5B histone demethylase | Q9UGL1 | KDM5B demethylase, FDH-coupled NADH fluorescence (FDH is formaldehyde dehydrogenase) | Potency, µM (doses to about 57.7 µM), for the others: at the top dose activity change, negative = inhibition, usual class: inhibitors | 220,000 compounds, 2.6% hits | AID 1347165; active means well fitted inhibition curve with a large enough effect; inconclusive means small, poorly fitted or top-dose-only effect; inactive means no such curve, though single readings can be large or run the other way; further: 0% is about no effect; nearly all actives have a fitted effect of over 70% in size
Target sequence (Q9UGL1 whole entry, looked up): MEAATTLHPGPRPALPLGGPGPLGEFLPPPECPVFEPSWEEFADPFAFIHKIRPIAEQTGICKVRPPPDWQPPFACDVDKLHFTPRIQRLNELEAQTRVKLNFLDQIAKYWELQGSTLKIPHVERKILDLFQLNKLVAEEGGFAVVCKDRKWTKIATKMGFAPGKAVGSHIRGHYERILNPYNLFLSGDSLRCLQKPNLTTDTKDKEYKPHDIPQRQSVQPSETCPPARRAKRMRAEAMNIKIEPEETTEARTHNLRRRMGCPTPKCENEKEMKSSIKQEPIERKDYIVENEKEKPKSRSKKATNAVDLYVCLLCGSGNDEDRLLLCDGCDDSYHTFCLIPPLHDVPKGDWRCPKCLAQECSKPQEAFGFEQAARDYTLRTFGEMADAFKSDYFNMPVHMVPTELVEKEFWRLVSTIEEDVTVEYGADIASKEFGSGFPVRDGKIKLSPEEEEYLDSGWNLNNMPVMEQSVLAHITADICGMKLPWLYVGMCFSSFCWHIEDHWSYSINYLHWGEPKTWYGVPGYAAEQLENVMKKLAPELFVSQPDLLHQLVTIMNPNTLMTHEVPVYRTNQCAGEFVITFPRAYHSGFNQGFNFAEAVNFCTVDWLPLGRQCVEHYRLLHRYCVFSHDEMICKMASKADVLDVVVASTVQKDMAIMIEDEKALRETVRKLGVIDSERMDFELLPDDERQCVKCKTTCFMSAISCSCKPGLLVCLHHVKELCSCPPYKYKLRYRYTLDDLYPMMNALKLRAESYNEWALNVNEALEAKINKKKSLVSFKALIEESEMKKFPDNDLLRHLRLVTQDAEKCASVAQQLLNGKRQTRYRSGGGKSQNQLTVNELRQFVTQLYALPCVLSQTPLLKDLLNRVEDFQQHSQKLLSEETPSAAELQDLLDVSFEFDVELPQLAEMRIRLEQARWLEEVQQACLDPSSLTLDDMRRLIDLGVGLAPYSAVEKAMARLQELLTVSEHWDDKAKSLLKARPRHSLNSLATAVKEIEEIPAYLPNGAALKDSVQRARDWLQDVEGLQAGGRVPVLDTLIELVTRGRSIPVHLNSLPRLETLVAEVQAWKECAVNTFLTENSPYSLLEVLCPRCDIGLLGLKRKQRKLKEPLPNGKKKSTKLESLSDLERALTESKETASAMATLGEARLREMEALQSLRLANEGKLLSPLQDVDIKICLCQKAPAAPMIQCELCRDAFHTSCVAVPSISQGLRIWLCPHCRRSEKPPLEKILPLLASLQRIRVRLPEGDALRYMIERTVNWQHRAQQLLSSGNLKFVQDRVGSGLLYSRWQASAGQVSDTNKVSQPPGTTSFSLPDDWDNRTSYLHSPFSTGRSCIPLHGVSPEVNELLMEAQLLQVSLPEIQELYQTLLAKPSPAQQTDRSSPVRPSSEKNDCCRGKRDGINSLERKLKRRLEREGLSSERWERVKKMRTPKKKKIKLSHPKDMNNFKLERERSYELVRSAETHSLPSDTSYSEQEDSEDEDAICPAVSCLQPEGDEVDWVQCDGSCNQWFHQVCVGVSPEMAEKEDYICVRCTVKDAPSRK
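Here, H3K4me3 peptide (12.5 µM in substrate mix) is demethylated by KDM5BΔAP, 200 nM final, after 10 min compound exposure. Formaldehyde product is coupled through FDH (0.25 U/mL in mix) to NADH fluorescence; 30-min ΔRFU feeds dose-response curves.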
* marks the source's active call; other numbers are inactive results; ? = inconclusive; & = joins results of further samples; [ ] = dose if it differs, or a comment. Potency means the concentration at half of the fitted maximal effect. The list is partial; count on the stated rates, not on these rows.

mol	KDM5B inhibitor
CC(C)CC(=O)N1CCC(Oc2nccnc2N(C)C)C1 (stereo unspecified)	-4.5%
O=C(Nc1ccc2nc(N3CCOCC3)sc2c1)c1n[nH]c(=O)c2ccccc12	-4.6%
CCN(CC)c1nc2ccccc2nc1C(=O)Nc1cccc(OC)c1	-4.8%
CCc1ccc(C(=O)CSc2n[nH]c(C(C)C)n2)cc1	12.5%
O=C(COc1ccccc1)N1C[C@@H]2C[C@H](C1)c1c(NS(=O)(=O)c3ccccc3)ccc(=O)n1C2	?
CC(C(=O)Nc1ccccc1Sc1ccccc1)N(c1ccccc1)S(C)(=O)=O (stereo unspecified)	-0.6%
Cc1ccc(C(C)C)cc1OCC(=O)NC1=NCCS1	3.2%
CC(=O)N1CCC(N2CCC[C@H]2c2nc(-c3ccnc(N4CCC(C(N)=O)CC4)c3)no2)CC1	22.4µM*
Fc1ccc(Nc2nc3ccccc3n3cnnc23)c(F)c1	?
O=C(Nc1nnc(Cc2ccccc2)s1)c1cc(=O)c2ccccc2o1	11.7%
Cc1nn(CC(=O)N2CCN(c3cccc(C(F)(F)F)c3)CC2)c(=O)c2cccn12	?
COCCn1c(=O)[nH]c(=O)c2c3c(cnc21)C(=O)CC(c1ccc(F)cc1)C3 (stereo unspecified)	-1.8%
Cc1ccc(N2C(=O)N(Cc3ncc(-c4ccccc4)o3)C(=O)C2C)cc1 (stereo unspecified)	-25.1%
Cc1c(NC(=O)c2n[nH]c(=O)c3ccccc23)c(=O)n(-c2ccccc2)n1C	-8.6%
Cc1oc(-c2ccccc2)nc1C(=O)NCC(c1ccccc1)N(C)C (stereo unspecified)	-3.2%
CN(C)C(=O)c1cnn2ncccc12	31.6µM*
CCCc1ccc(-c2ccc(C3CCC(CC)CC3)cc2)nc1 (stereo unspecified)	-7.3%
O=C(COC(=O)c1ccc2ccccc2n1)Nc1ccc2ccccc2c1	9.3%
CCN(CC)c1ccc(/C=N/NC(=O)c2ccoc2C)cc1	-24.7%
COc1cc(OC)cc(C(=O)N[C@@H]2COCC[C@@H]2Oc2cccc(F)c2)c1	5.7%

The final two records of the section before open the next one.
mol	KDM5B inhibitor
CCN(CC)c1ccc(/C=N/NC(=O)c2ccoc2C)cc1	-24.7%
COc1cc(OC)cc(C(=O)N[C@@H]2COCC[C@@H]2Oc2cccc(F)c2)c1	5.7%
C[C@]1(CO)C2CC[C@@H](O)[C@@H](CC(=O)N3CCCC3)[C@]2(C)CC[C@H]1OC(=O)Nc1ccccc1 (stereo partly specified)	25.1%
Cc1ccc(CN2CCN(c3cc(C)nc(N)n3)CC2CCO)cc1 (stereo unspecified)	-3.5%
COc1cccc(CN2CCOC3(CCN([S+](=O)([O-])c4ccccc4)CC3)C2=O)c1	-17.2%[86.2 µM]
COc1ccc(N2CCN(c3oc(/C=C/c4cc(OC)c(OC)c(OC)c4)nc3C#N)CC2)cc1	-27.3%
Cc1noc(C)c1S(=O)(=O)N1CC(N(C)Cc2cccnc2)C1	-15.7%
CN(C)CCNC(=O)C(=O)NCC(c1ccc2c(c1)OCO2)N1CCOCC1 (stereo unspecified)	-18.0%
COc1ccc(C2c3c(n(C)c4ccccc34)C(=O)N2CC(=O)Nc2cccc(Cl)c2)cc1 (stereo unspecified)	?
CC1(c2noc(-c3ccccn3)n2)CCN(C(=O)CCC(=O)N2CC(=O)Nc3ccccc32)CC1	8.8%
COc1ccc(NC(=O)c2cccn2-c2nnc(N3CCCCC3)s2)cc1Cl	?
Fc1ccc(OCc2nnc(-c3ccc(Cl)cc3)o2)cc1	12.4%
O=C(NCc1ccc2c(c1)OCO2)c1cccc(S(=O)(=O)N2CCc3ccccc3C2)c1	-3.2%
Cc1noc(C)c1CC(=O)N1Cc2ccccc2OC2(CCN(C(=O)NC(C)C)CC2)C1	-5.7%[115 µM]
Cc1c(C(=O)OC2CCCCCC2)[nH]c2c1C(=O)CC(c1ccccc1)C2 (stereo unspecified)	-5.5%
Cc1nn(CN2CCN(S(=O)(=O)c3ccc(C#N)cc3)CC2)c(=O)c2ccccc12	37.2%
O=C1NCCN(Cc2cccc(Oc3ccccc3)c2)C1CC(=O)N1CCCOCC1 (stereo unspecified)	?
COc1cc(C)c(CN2CCC(Oc3ccc(C(=O)N4CCCC4)cc3)CC2)cc1C	5.0%
Cc1ccc(NC(=O)C(C)SC(c2ccc(F)cc2)c2ccc(F)cc2)c(C)c1 (stereo unspecified)	14.3%
Cc1c(CC(=O)O)c(=O)oc2cc(OCc3ccccc3Cl)ccc12	?
CC(=O)N1CCN(c2nc(-c3c(C)noc3C)cc3c2cc(-c2ccccc2)n3C)CC1	39.8µM*
NNc1nc2sc3c(c2c(=O)n1-c1ccccc1)CCCC3	-3.6%
O=C1Cc2cc(S(=O)(=O)N3CCN(c4cccc(Cl)c4)CC3)ccc2N1	-22.5%
Cc1c(C(=O)Nc2cnc3ccccc3c2)cccc1[N+](=O)[O-]	-6.7%
Cc1ccc(COC(=O)c2ccc3ccccc3n2)cc1	-15.5%
COc1ccc(Nc2cnc3ccc(N4CCOCC4)nn23)cn1	?
COc1ccc(-c2cnc(C)o2)cc1S(=O)(=O)Nc1ccc(F)c(F)c1	19.7%
COCCOc1ccc2c(n1)CCN(C(=O)c1cccnc1)C2	-10.3%
Cn1cccc1CN1CC[C@@H]2C(=O)NCCCCCCN(Cc3ccncc3)[C@@H]2C1	?
COc1ccc(C2C3=C(CC(C)(C)CC3=O)Nc3nc(-c4cccc(O)c4)nn32)cc1 (stereo unspecified)	-18.8%
COC(=O)c1cc(NC(=O)Cn2nc(C)n3cccc3c2=O)cc(C(=O)OC)c1	?
N#Cc1c(N2CCN(CC(=O)Nc3ccccc3)CC2)nc(-c2ccco2)c2c1CCC2	-21.1%

With a hit mark in KDM5B inhibitor, of those listed so far:
mol	KDM5B inhibitor
CC(=O)N1CCC(N2CCC[C@H]2c2nc(-c3ccnc(N4CCC(C(N)=O)CC4)c3)no2)CC1	22.4µM*
CN(C)C(=O)c1cnn2ncccc12	31.6µM*
CC(=O)N1CCN(c2nc(-c3c(C)noc3C)cc3c2cc(-c2ccccc2)n3C)CC1	39.8µM*

Going on with the list.
mol	KDM5B inhibitor
CC(=O)Nc1ccc(C)cc1S(=O)(=O)N1CCC(C)(c2noc(C)n2)CC1	37.8%[activator]
CC(C)COc1ccc(C(=O)N2CCCCC2CCN2CCCCCC2)cc1 (stereo unspecified)	14.7%
Cc1ccc(S(=O)(=O)Nc2ccc(O)c3ccccc23)c(C)c1	-11.4%
CN(CCC1CCOCC1)Cc1nc(Cc2ccccc2F)no1	24.5%
O=C(COc1ccccc1C(=O)O)NCc1ccco1	-6.4%
O=C(c1cccc2c1CCN2C(=O)C1CC1)N1CCCCC1	-12.8%
COCC1CN(C2CCC2)CC12CCN(C(=O)Cc1ccccc1OC)CC2 (stereo unspecified)	?
Cc1ccc(CNS(=O)(=O)c2ccc3c(c2)CCN3S(C)(=O)=O)cc1	2.1%[11.5 µM]
C#CCN1CCC(C(=O)NC(C)c2ccc(C(F)(F)F)cc2)CC1 (stereo unspecified)	-14.5%
COc1ccccc1NC(=O)CSc1nnc(-c2nonc2NC(C)=O)n1-c1ccccc1	-2.9%
O=c1c2ccccc2cnn1CN1CCN(S(=O)(=O)c2ccc(Cl)cc2)CC1	23.9%
c1ccc(-c2csc(-c3ccccn3)n2)cc1	?
CN(C)CCNC(=O)C1Cn2cccc2C(=O)N1Cc1ccccc1 (stereo unspecified)	?
Cc1nc(-c2cccc(S(=O)(=O)N3CCC(C(=O)NCc4ccccc4)CC3)c2)no1	-15.5%
CCn1c(SC(C)C(=O)Nc2ccnn2C(C)C)nnc1C1CC1 (stereo unspecified)	-8.7%
O=C(OCc1ccccc1)N1CCC2(CC1)C(=O)NN=C2c1ccncc1	-17.6%
COc1cc(OC)cc(C(=O)Nc2nc(-c3nnn(-c4ccc(F)c(Cl)c4)c3C)ns2)c1	0.2%
Cc1noc(C)c1C(=O)N1CCn2c(nnc2-c2cncc(Br)c2)C1	?
CCc1ccc(N2CCn3c2nc2c3c(=O)n(Cc3ccc(F)cc3)c(=O)n2C)cc1	-15.9%
COc1cc(OC)cc(C(=O)N2CCN(C(=O)c3cccs3)CC2)c1	-34.1%
N#Cc1ccc(NC(=O)C2Cc3ccccc3CN2S(=O)(=O)c2ccc(F)cc2)cc1 (stereo unspecified)	-17.2%
COC(=O)CCC(=O)N(CCN(Cc1ccccc1)C(=O)CCC(=O)OC)Cc1ccccc1	-5.6%
Cc1ccccc1S(=O)(=O)N(C)CC1CCOCC1	6.2%
c1coc(CNc2ccc3c(c2)ncn3C2CCCCC2)c1	?
O=C(CCC1N=C2c3ccccc3N=C(SCc3ccccc3F)N2C1=O)NCCc1ccccc1 (stereo unspecified)	47.5%[activator]
Cn1cc(-c2cc3n(n2)CCC(=O)N3CCCC(=O)Nc2ccccc2F)c2ccccc21	-22.4%
CCOc1ccc(NC(=O)Cn2nc3n(c2=O)CCCCC3)cc1	-20.0%
COc1cc(C2c3c(oc4ccccc4c3=O)C(=O)N2c2nc(C)c(C)s2)ccc1O (stereo unspecified)	-6.8%[11.5 µM]
COCc1nc(C2CCN(S(=O)(=O)c3ccc(C#N)cc3)C2)no1 (stereo unspecified)	11.4%
Cc1ccc(/C(=N\O)c2oc3ccc4c(C)cc(=O)oc4c3c2C)cc1	-1.7%
COCCN1C(=O)[C@H]2CN(CCC(C)C)C[C@H]2C1=O	1.8%
Cc1ccccc1NC(=O)C(C)Sc1ncnc2ccccc12 (stereo unspecified)	-4.9%
Cc1ccc(-c2cc(-c3coc4ccc(Cl)cc4c3=O)c3c(n2)-c2ccccc2OC3)cc1	-4.6%
Cc1ccc(OCc2nc(C#N)c(NCCc3ccccc3)o2)cc1	-26.1%
CCCCCc1c(C)nc(Nc2nc(C)c3cc(C)ccc3n2)[nH]c1=O	15.9%
Cc1ccc(C(=O)NCCSc2c(C)[nH]c3ccccc23)cc1C	-12.0%&-20.7%
Cc1ccc(C(=O)CC(=O)c2ccc(Cl)cc2)c(O)c1	11.7%
Cc1cc(C(=O)N2C[C@@H](Oc3ccccc3)C[C@H]2C(=O)N2CCCC2)nn1C	11.5%
CCCN(C(=O)CCc1nc(-c2ccc(OC)cc2)no1)c1ccccc1F	?
Cc1[nH]c2ccccc2c1C(=O)CSc1nnc(C2CC2)o1	13.8%
CCCCNC(=O)c1cccc2c1CCN2C(=O)c1ccc(F)cc1	5.8%
COCCNC(=O)c1cc2c(=O)[nH]c(-c3ccccc3)cn2n1	?
CN(C)c1ccc(/C=N/N(CCC#N)C2=NS(=O)(=O)c3ccccc32)cc1	-0.1%
COc1cccc(C(=O)N2CC(Oc3ccc(-c4noc(-c5ccccc5)n4)cc3)C2)c1	4.1%
O=C(Nc1scc(-c2ccc(Br)cc2)c1C(=O)O)c1ccccc1F	?
Cc1noc2c(NCC3CCOCC3)cc(-c3cccnc3)nc12	?
COc1ccc(-c2ocnc2C(=O)Nc2cc(Cl)c(OC)cc2OC)cc1	10.7%
CCOc1ccc(NC(=O)NC2CCN(c3ncccn3)CC2)cc1	2.0%
CCCCC(=O)NC1CCN(c2cnn(CCOC)c(=O)c2)CC1	4.7%
CCc1nnc2sc(-c3ccc(CNC(=O)c4ccc(F)cc4)cc3)nn12	7.8%

The results go on:
mol	KDM5B inhibitor
COCCc1nn2c(=O)cc(COC(=O)c3ccccc3C)nc2s1	-11.6%
O=C(COc1ccc(F)cc1)NC1CCN(c2cc(C(F)(F)F)ncn2)CC1	14.1%
O=C(NCc1ccccc1)N1CCC2(CC1)SCC(=O)N2c1ccc(Cl)cc1	0.1%
Cc1cccc(C)c1NC(=O)CSc1nc(C)c(C)o1	19.2%
CCCc1nc(SC)ncc1C(=O)NCCc1ccc(OC)c(OC)c1	-11.4%
CN(Cc1ccccc1)C(=O)[C@@H]1Cc2nc[nH]c2CN1	-25.9%[115 µM]
Cc1cc(S(=O)(=O)NCCO)c(C(C)C)cc1Br	16.8%
CCC(=O)Nc1c(-c2cc(=O)oc3c(C)cc(C)cc23)oc2ccccc12	-2.9%
CCC(Sc1nc2cc(OC)c(OC)cc2c(=O)n1CCc1ccc(Cl)cc1)C(=O)NCCOC (stereo unspecified)	6.8%
Cc1ccc(-n2ccc(C=O)c2)c(C)c1	7.4%
Cc1ccc(NC(=O)c2nc(S(C)(=O)=O)ncc2N(Cc2ccco2)Cc2ccco2)cc1C	?
CCCNc1c(NC(=O)c2ccc(OC(C)=O)c(OC)c2)c(=O)oc2ccccc12	-0.8%
COc1cccc(CNC(=O)c2ccc3nc(-c4ccccc4)c(-c4ccccc4)nc3c2)c1OC	?
Cc1ccsc1CN1CCc2c(sc3ncnc(N(C)C)c23)C1	?
Cc1ccc(C=Nc2ccc(C(C)C)cc2)s1	5.8%
Oc1ccc(-c2cn3ccsc3n2)cc1	-33.1%
COc1ccc(C(=O)N2CCC(c3noc(-c4cccnc4)n3)C2)cn1 (stereo unspecified)	4.3%
CCOCCCNCc1ccc(-c2ccc(F)cc2)o1	2.4%

Screens deposited in PubChem BioAssay by National Center for Advancing Translational Sciences (NCATS).
